Bioassay records from PubChem BioAssay.
Salmonella PhoP GFP: PhoP-dependent GFP reporter repression – Salmonella Typhimurium, primary screen (AID 1863); S. Typhimurium PhoP-regulated promoter GFP reporter, 4 h; higher % means a stronger effect; inhibition, % at 50 µM, or IC50 in µM where a hit was titrated; actives 0.16% (n = 300,000);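 active = inhibition over 29.93%, a cutoff 3 SD above the screen mean, later confirmed by dose response; inconclusive = inhibition over 29.93% but no dose response follow-up; inactive = inhibition at most 29.93% or unconfirmed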;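 also: 0% = low Mg2+ inducing control and 100% = high Mg2+ repressing control; strong numbers were not always called active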
West Nile virus CPE: inhibition of WNV-induced cytopathic effect – cell-based, CPE readout (AID 1621). actives 0.02% (n = 290,000). CPE inhibition, % at 10 µM, or IC50 in µM where a hit was titrated. West Nile virus-infected cells, CPE inhibition; higher % means a stronger effect; in the data active = a potency from the dose series; inconclusive = CPE inhibition mostly from about 3.7% at the one dose, without a potency; inactive = the rest, 99 in 100 with CPE inhibition below about 2.2%; also: strong numbers were not always called active
T cell HTS: T cell immune modulation candidate | 2C CD8+ T cell-vesicle binding, flow cytometry; hits give low values | calls only at 7 µM | actives 0.068% (n = 330,000) | AID 2052;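 active = response, share of CD8 T cells binding vesicles, and their 90th percentile fluorescence all below set limits, cut at about 80% in these data, passing the limit was not always enough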
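Read-out – percent CD8+ FL2 mean versus row control · System – murine 2C transgenic CD8+ T lymphocytes · Times – 1.5 h cell–vesicle binding at 37 °C, then 20 min icy labelling · Control set – naked vesicles low, QL9 vesicles with vehicle high · Detection – cytometric PE anti-B7-1 and Alexa647 anti-CD8 signals after 1% paraformaldehyde fixation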
RSV CPE inhibition: RSV antiviral activity via CPE protection, HEp-2 cells, primary 10 µM value included (AID 2391); HEp-2 cells, RSV-induced CPE inhibition; higher % means a stronger effect; CPE inhibition, % at 10 µM; hits with a dose series show IC50 in µM; actives 0.13% (n = 310,000); in the data active = a potency from the dose series; inconclusive = CPE inhibition mostly from about 23% at the one dose, without a potency; inactive = the rest, 99 in 100 with CPE inhibition below about 21%; also: strong numbers were not always called active
WT yeast gro inh: growth inhibition of WT yeast, mitochondrial fusion screen. mitochondrial fusion phenotypic screen, WT strain. inhibition, % at 10 µM. actives 2.1% (n = 190,000); in the data active = inhibition above about 58%; tested in S. cerevisiae
Myeloid diff MLP: promotes myeloid progenitor differentiation; ER-HoxA9 myeloid progenitors, lysozyme-GFP differentiation, flow cytometry; calls only at 10 µM; actives 1% (n = 360,000);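 active = normalized GFP-positive differentiation at or above the plate's own cutoff, the solvent-only control mean plus 3 SD; inconclusive = no clear call, values can overlap the other calls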;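 also: cells exposed to compound for four days before flow analysis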
Rac1 GTP hydrolysis: MgcRacGAP GTPase-activating activity inhibitors, confirmation, biochemical, ADP Hunter fluorescence | inhibition, % at 30 µM, or IC50 in µM where a hit was titrated | actives 0.6% (n = 340,000) | MgcRacGAP-stimulated Rac1 GTP hydrolysis, ADP Hunter fluorescence; higher % means a stronger effect; GST-tagged Rac1 F28L mutant substrate;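 active = first-screen hits whose inhibition reached a set limit at any dose in the follow-up dose series; inconclusive = inhibition above the set first-screen limit but never retested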;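 also: fluorescence reports GDP produced by GAP-driven GTP hydrolysis; strong numbers were not always called active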
b-catenin transl: beta-catenin nuclear translocation modulation | actives 0.3% (n = 190,000) | nuclear translocation activity, % at 5 µM | HeLa beta-catenin nuclear translocation, immunofluorescence imaging;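 active = nuclear translocation activity above 50% at 5 µM, with a well cell count of 50 or more; inconclusive = wells under 50 cells across six images, flagged as toxic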;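 also: per-cell ratio of nuclear to cytoplasmic median beta-catenin stain intensity; plate controls were DMSO negative control for no effect and GSK-3 inhibitor IX positive control for full effect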
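test system = HeLa cells, endogenous beta-catenin | dosing = single 5 µM dose plus 0.02–20 µM confirmation series | times = compound treatment 24 h, 37°C, 5% CO2 | technique = beta-catenin immunofluorescence imaging with DAPI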
SV40 large T antigen: SV40 large T antigen inhibitors, biochemical (AID 1903) | SV40 large T antigen ATPase/helicase inhibition assay; higher % means a stronger effect | actives 0.39% (n = 310,000) | inhibition, % at 20 µM, or IC50 in µM where a hit was titrated; in the data active = a potency from the dose series; inconclusive = inhibition mostly from about 32% at the one dose, without a potency; inactive = the rest, 99 in 100 with inhibition below about 32%; also: strong numbers were not always called active
WT yeast gro inh mutant strain: second read-out of WT yeast gro inh, no call of its own (marks repeat the call); inhibition, %; mitochondrial fusion phenotypic screen, mutant strain inhibition
b-catenin transl cell count 5 µM: further read-out of b-catenin transl, marked with its call; cell count; measured here: cell count, cytotoxicity flag
T cell HTS vesicle-bound %: further read-out of T cell HTS, marked with its call; double positive events, %; measured here: CD8+ vesicle-bound cell fraction;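 binding gate set so that unloaded-vesicle control wells show 10% double positive cells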
Myeloid diff MLP GFP+ MAC1+ %: second read-out of Myeloid diff MLP, no call of its own (marks repeat the call); GFP+ MAC1+ double positive, %; measured here: differentiation confirmed by MAC1 staining
Numbers without * were called inactive; i = inactive; ? = inconclusive; . = not tested or not shown; + = active, no number. No enrichment for hits (roughly 3.6% active in at least one column).

entry	compound	Myeloid diff MLP GFP+ MAC1+ %	RSV CPE inhibition	WT yeast gro inh mutant strain	WT yeast gro inh	Myeloid diff MLP	Salmonella PhoP GFP	b-catenin transl	b-catenin transl cell count 5 µM	West Nile virus CPE	T cell HTS vesicle-bound %	SV40 large T antigen	Rac1 GTP hydrolysis	T cell HTS
1	CCn1cnc2c1c(=O)n(CC(=O)OC(C)C(N)=O)c(=O)n2Cc1ccccc1 (centres undefined)	1.2	1.5%	.	.	i	5%	.	.	-0.2%	43	2%	7%	i
2	Cc1cccc(/C=N/NC(=O)Cn2nccc2C)n1	0.4	1.8%	-4	-6	i	6%	-1.7	1127	-0.1%	4	5%	4%	i
3	Cc1ccccc1NC(=O)NC(C)(C)CC(C)(C)C	0.8	8.8%	-19	-22	i	-2%	0.9	955	-0.7%	30	8%	4%	i
4	N#Cc1ccccc1NC(=O)c1ccc2c(Cl)c3c(nc2c1)CCCC3	1.3	57%	10	32	i	-8%	-0.1	1061	0.4%	39	13%	-2%	i
5	COc1cccc2sc(NC(=O)c3ccc(Br)s3)nc12	0.7	3.3%	37	27	i	-6%	.	.	0.5%	9	5%	12%	i
6	O=C(O)CCC(=O)c1ccc2c(c1)OCCCO2	2.3	-2.9%	-2	-16	i	18%	-4.9	871	0.0%	54	1%	2%	i
7	Cc1nc2ccccc2c2oc(C(=O)NCC3CCCO3)cc12 (centres undefined)	3.5	-1.0%	-9	2	i	-7%	-1.5	817	0.1%	.	8%	13%	.
8	CCC1CN(C(=O)N2CCC(C(=O)NCc3cc(OC)c(OC)c(OC)c3)CC2)c2ccccc2O1 (centres undefined)	0.3	0.4%	.	.	i	2%	.	.	0.2%	10	-1%	13%	i
9	COc1ccccc1N(C)S(=O)(=O)c1ccc(C(=O)NC(C)(C)C)cc1	0.9	3.5%	-11	-6	i	-2%	.	.	.	40	0%	6%	i
10	CCOC(=O)CSc1nnc([C@@H](NC(=O)OC(C)(C)C)C(C)C)o1	0.4	0.6%	-8	-4	i	2%	-0.3	838	0.7%	30	8%	-5%	i
11	CC1(C)CC(=O)C(N=Nc2ccc(S(=O)(=O)N3CCOCC3)cc2)=C(O)C1	0.3	0.7%	.	.	i	-14%	-0.5	1322	-0.3%	8	8%	10%	i
12	CCOc1cc(CNc2ccc3[nH]c(=O)[nH]c3c2)ccc1OCC(=O)NC(C)(C)C	1.7	1.0%	.	.	i	3%	0.1	1117	1.5%	53	21%	60µM*	i
13	O=S(=O)(c1ccc(N2CC=C(c3ccccc3)CC2)nc1)N1CCCC1	0.9	5.5%	-8	-3	i	-5%	-4.0	1248	-0.7%	8	4%	-2%	i
14	CS(=O)c1ccccc1COC(=O)Nc1cccc(Cl)c1 (centres undefined)	1.4	2.5%	3	-3	i	-4%	-0.2	1366	-1.1%	10	9%	14%	i
15	Cn1nnc2sc3c(c2c1=O)CCCC3	4.1	1.9%	13	17	i	3%	-1.2	1201	0.4%	39	10%	4%	i
16	CCN(CC)c1ccc(Nc2nc(-c3cccnc3)cs2)cc1	0.1	1.4%	.	.	i	17%	.	.	-1.0%	17	21%	185µM*	i
17	CC(=O)c1cc(C(=O)Nc2ccc(C(=O)O)cc2)oc1C	0.3	0.2%	19	15	i	14%	-2.1	1152	1.8%	31	9%	5%	i
18	CC1(C)CC(=O)C(Br)=C(O)C1	1.7	.	4	-6	i	-8%	0.6	855	0.2%	.	7%	-5%	.
19	COc1ccc2oc(C(=O)OCC(=O)/C(C#N)=C(\C)N)c(C)c2c1	0.7	1.7%	2	0	i	0%	-3.5	939	0.6%	21	7%	1%	i
20	COc1cccc(C2c3[nH]c4ccccc4c3C[C@H]3C(=O)N(C4CCN(Cc5ccccc5)CC4)CC(=O)N23)c1 (some centres undefined)	0.3	?	.	.	i	7%	.	.	-1.5%	15	24%	.	i
21	O=C(NC1CCC(O)CC1)c1cc(-c2ccco2)nc2ccccc12 (centres undefined)	0.1	0.9%	9	-21	i	4%	-0.7	1065	-0.4%	40	17%	4%	i
22	CCOc1ccccc1OC(=O)c1cc2ccccc2oc1=O	0.3	15%	4	12	i	4%	0.8	979	-0.4%	27	-9%	9%	i
23	COc1ccc(CNc2nc(NCc3ccc(OC)c(OC)c3)n(C(=O)c3cccs3)n2)cc1OC	0.5	-0.4%	-7	15	i	4%	-2.3	854	-0.1%	11	3%	-3%	i
24	COC(=O)CSC1=C(C#N)C(c2ccsc2)CC(=O)N1 (centres undefined)	1.0	1.0%	-9	-10	i	3%	-0.1	1137	0.8%	24	8%	4%	i
25	CCC(=O)NNC(=O)c1cc(COc2cc(Cl)cc(Cl)c2)on1	1.6	1.5%	.	.	i	-6%	2.5	1263	0.3%	58	11%	2%	i
26	c1ccc2c(c1)nc(N1CCCCC1)c1ccccc12	0.2	8.2%	.	.	i	-3%	1.3	1309	0.4%	31	11%	5%	i
27	Nn1c(SCC(=O)Nc2cccc(S(N)(=O)=O)c2)nnc1C1CC1	0.3	0.7%	1	-4	i	0%	0.8	947	0.1%	11	6%	3%	i
28	Cc1cccc(N2CCN(C(=O)C(Cc3ccccc3)NC(N)=O)CC2)c1C (centres undefined)	0.7	2.9%	.	.	i	8%	.	.	0.3%	24	4%	5%	i
29	CSCC[C@H](NC(=O)c1cccc([N+](=O)[O-])c1C)c1nc2ccccc2[nH]1	0.2	0.4%	2	-18	i	0%	-2.3	1154	-1.0%	43	3%	5%	i
30	CCN(CC)CCn1c(=S)[nH]c2ccccc2c1=O	2.4	-0.8%	-2	0	i	5%	-6.1	894	0.0%	51	5%	2%	i
31	O=C(CSc1nn(-c2ccc(F)cc2)c(=S)s1)NCC1CCCO1 (centres undefined)	0.5	2.4%	12	10	i	-3%	-0.8	1067	-0.1%	26	6%	4%	i
32	Cc1nc2sc(C#N)c(N)c2c2c1CCCC2	0.5	15%	-2	0	i	-8%	1.4	1230	0.5%	18	1%	14%	i
33	CCOC(=O)C(C)Oc1ccc(NC(=O)C(Cl)(Cl)Cl)cc1 (centres undefined)	0.5	-0.8%	.	.	i	5%	0.8	1312	-0.2%	15	10%	2%	i
34	O=C(NCCc1ccccc1)c1c(F)c(F)c(F)c(F)c1F	0.5	1.5%	6	3	i	-3%	-4.8	524	-0.8%	28	8%	7%	i
35	COc1cc(C2c3c(n[nH]c3C)C(=O)N2c2ccc(Br)cc2)ccc1O (centres undefined)	0.2	4.6%	2	-6	i	-5%	-0.5	1120	0.6%	39	1%	7%	i
36	CCc1ccccc1OCCOc1ccc(C)cc1OC	0.8	1.1%	10	7	i	-6%	0.7	1364	0.1%	61	1%	-10%	i
37	COC(=O)/C=C1\SC(N)=NC1=O	0.5	1.6%	.	.	i	1%	-1.7	1221	-0.3%	38	6%	0%	i
38	CCN(CC)c1ccc(C(=O)Nc2ccccc2)cc1[N+](=O)[O-]	0.2	17%	23	20	i	-4%	5.8	911	-0.8%	38	23%	4%	i
39	CC(Sc1nnc(-c2ccco2)o1)C(=O)NCCC1=CCCCC1 (centres undefined)	0.7	-0.5%	-8	17	i	4%	0.9	1067	-0.8%	30	5%	0%	i
40	N#Cc1ccccc1OCC(=O)Nc1c(C(=O)C2CC2)oc2ccccc12	1.3	0.9%	-5	2	i	0%	.	.	-0.6%	50	11%	9%	i
41	C=CCn1c(SCC(=O)N2c3ccccc3Sc3ccccc32)nnc1-c1ccco1	0.5	3.8%	.	.	i	-5%	-1.4	1321	-0.4%	45	12%	9%	i
42	COc1cccc(/C=C2\NC(=O)NC2=O)c1O	0.6	1.9%	.	.	i	3%	.	.	-0.3%	52	30%	20%	i
43	Cc1cccc(OCCn2c(-c3ccco3)nc3ccccc32)c1	2.4	?	13	-7	i	9%	-2.1	1434	-0.3%	31	3%	3%	i
44	c1ccc(Cc2nnc3sc(-c4ccc5c(c4)OCO5)nn23)cc1	10	1.1%	.	.	i	.	.	.	0.0%	40	.	6%	i
45	O=C(Nc1ccc(NC(=O)C2CCCCC2)nc1)c1ccco1	0.6	.	10	10	i	6%	1.1	1428	0.1%	9	14%	10%	i
46	CC(C)Oc1nc(-c2ccc(Cl)cc2)nc2ccccc12	0.5	5.2%	.	.	i	3%	0.6	1374	0.3%	34	22%	15%	i
47	O=C(O)C1CCN(c2nc(-c3ccccc3)c3cc(Br)ccc3n2)CC1	0.4	7.5%	.	.	i	-3%	.	.	-0.4%	48	9%	12%	i
48	CCN(CC)c1ccc(/C=C2\C(=N)N3N=C(CC(=O)N4CCOCC4)SC3=NC2=O)cc1	5.1*	4.9%	.	.	+	-28%	.	.	-0.1%	52	9%	6%	i
49	CCOC(=O)C1=C(c2ccccc2)NC(=O)NC1c1ccsc1 (centres undefined)	0.8	0.7%	.	.	i	-5%	.	.	-0.7%	52	5%	10%	i
50	Cc1cc(C(=O)O)ccc1-n1c(C)ccc1C	.	1.7%	7	-5	.	-2%	.	.	.	37	33%	.	i
51	O=C(CCNC(=O)C1CCN(S(=O)(=O)c2ccccc2)CC1)NCc1cccc(Cl)c1	.	0.8%	.	.	?	-8%	.	.	0.4%	58	5%	-4%	i
52	Cc1nnc(NC(=O)CSc2ncc(-c3ccccc3)[nH]2)s1	0.6	1.3%	.	.	i	5%	-0.1	1337	0.0%	34	18%	8%	i
53	CN(C)c1ccc(NS(=O)(=O)c2cccc(Cl)c2)cc1	5.0	2.3%	-8	-15	i	0%	-0.4	919	-0.7%	5	29µM*	?	i
54	COc1ccc(NC(=O)C=C(C)C)cc1Cl	5.1	-0.5%	2	16	i	0%	0.8	1054	1.0%	22	8%	5%	i
55	CC(=O)Nc1ccc(CN2CCCCCCC2)cc1	1.1	1.6%	4	-20	i	-10%	-2.3	720	-0.6%	50	0%	20%	i
